Assay outcomes deposited in PubChem BioAssay by several laboratories.
sdo1 growth: sdo1-depleted yeast growth rescue; S. cerevisiae sdo1-depleted JHY4D growth rescue, OD600 30 h; hits give high values; pdr5 snq2 efflux-pump mutant strain; z-score at 10 µM; 0.21% of 140,000 active;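 active = z-score above 3 at both the 24 hr and the 30 hr optical density reads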;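 also: z-score against mean and SD of all compound wells on the same plate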
INS promoter inh: TRM-6 insulin promoter activity inhibition; TRM-6 cells (human fetal islet line), insulin promoter-eGFP reporter, imaging; reporter expression induced with tamoxifen; inhibition, % at 2 µM; 0.9% of 130,000 active;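 active = inhibition above the mean plus 3 SD, with well images judged a real hit on visual review, cut at about 60% in these data, passing the limit was not always enough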
sdo1 growth Rescue 24 h: second read-out of sdo1 growth, no call of its own (marks repeat the call); z-score; S. cerevisiae sdo1-depleted JHY4D growth rescue, OD600; measured here: growth rescue at 24 h;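 0 is the plate mean of compound wells and units are plate SD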
* hit, by the source's call; / = not tested or not shown. An excerpt; count on the stated rates, not on these rows.

SMILES	sdo1 growth	sdo1 growth Rescue 24 h	INS promoter inh
CN(C)CCN=Cc1c(O)n(-c2cccc3ccccc23)c(=O)[nH]c1=O	0.8	0.57	32
Fc1ccc(C2=CCN(C(c3ccc(Cl)cc3)c3nnnn3Cc3ccccc3)CC2)cc1 (stereo not given)	-0.6	-0.32	/
CC1(C)CC(=O)C(C=NCCN2CCN(C(=O)Cc3ccc(Cl)cc3)CC2)=C(O)C1	0.06	-0.28	-42
Cc1cc(C=C2C(=O)NC(=O)NC2=O)c(C)n1-c1ccncc1	/	/	7
Cc1ccc2cc3cc(C(=O)N4CCC5(CC4)OCCO5)oc3nc2c1	0.66	0.32	50
Cc1cccc(C)c1NC1=NCCCCS1	2.1	3	23
COCCOC(=O)C1=C(C)OC(N)=C(C(=O)OC)C12C(=O)Nc1ccccc12 (stereo not given)	0.75	0.08	/
CC/C(=N\Nc1ccccc1)c1c(O)n(C)c(=O)n(C)c1=O	-0.99	-1	/
O=C1c2ccccc2C(=O)N1Cc1nc2ccccc2c(=O)n1-c1cccnc1	0.85	1.4	-37
Cn1c(O)c(C=NCc2cccs2)c(=O)n(C)c1=O	0.58	0.62	/
O=C(c1ccco1)c1cn(Cc2ccc(Cl)cc2)c2ccccc12	-2	-1.1	-19
OCCN(CC#CC(O)(c1ccccc1)C1CCCC1)CCO (stereo not given)	1.1	0.41	/
O=C(CF)NC(Nc1cccc2cccnc12)C(Cl)(Cl)Cl (stereo not given)	-0.86	-0.36	23
Cc1ccccc1CCNCc1ccc(Br)cc1	-0.03	0.37	-12
O=C(COc1ccc(S(=O)(=O)N2CCCCC2)cc1)N1CCN(Cc2ccccc2)CC1	1.1	0.54	25
Cc1nc2ccccc2c(=O)n1-c1ccc(Cl)cc1[N+](=O)[O-]	/	/	29
COc1ccc(NC(=S)NC(NC(=O)CF)C(Cl)(Cl)Cl)cc1[N+](=O)[O-] (stereo not given)	/	/	-17
COc1ccc(OC)c(CC(=O)O)c1	0.18	0.29	14
O=c1[nH]c(=O)n(-c2cccc(Cl)c2)c(O)c1C=NCCCN1CCOCC1	0.48	0.32	/
CCN(CC)c1ccc(N=Cc2c(O)n(CCC3=CCCCC3)c(=O)[nH]c2=O)cc1	0.6	1.7	64
O=C1NC(=O)C2(Cc3ccccc3N3CCOCC32)C(=O)N1c1ccccc1 (stereo not given)	0.62	0.33	41
CC1CCN(C(=O)CCl)CC1	0.57	0.17	38
O=c1[nH]c(=S)n(Cc2ccc(F)cc2)c(O)c1C=NCc1cccnc1	-0.79	0.91	3
CCCC(CCC)C(=O)OC[N+](C)(C)CCOC(=O)C(O)(c1ccccc1)C1CCCC1 (stereo not given)	/	/	17
CCCCNc1ccncc1S(=O)(=O)NC(=O)NC(C)C	0.66	0.26	-262
CC1(C)C(c2ccccc2)=NC(c2cccnc2)N1O (stereo not given)	0.98	1.6	-18
CN(C)CC#CCOCCOCCC#N	0.31	0.3	17
COc1ccccc1N1C(=O)NC(=O)C2(Cc3cc(C)ccc3N(C)C2)C1=O (stereo not given)	0.42	1.2	13
CCCC(=O)NC(Oc1ccccc1Cl)C(Cl)(Cl)Cl (stereo not given)	-0.53	-1.4	/
CC1CN(c2ccc([N+](=O)[O-])c3cccnc23)CC(C)N1 (stereo not given)	1.8	1.2	-29
C=CCn1c(O)c(C(C)=NCCN2CCCCC2)c(=O)[nH]c1=O	-0.62	-1	-9
CCn1c(C)c(C(=O)O)c2cc(OC)ccc21	0.23	0.14	-6
Cc1cccc(NC(=S)N2CC3CC(C2)c2cccc(=O)n2C3)c1C (stereo not given)	0.6	-0.36	-16
CNP(=O)(Oc1ccccc1)OC12CC3CC(CC(C3)C1)C2 (stereo not given)	/	/	-12
COc1cccc(OC)c1C(=O)Nc1nc(N)n(-c2ccccc2)n1	-0.14	-0.54	37
CC(C(=O)Nc1ccc(Br)cc1C(=O)c1ccccc1)N1CCOCC1 (stereo not given)	-0.16	0.07	-20
CCOC(=O)c1c(-c2ccc(OC)cc2)oc2ccc(OC(=O)N(C)C)cc12	-0.1	-0.18	/
CCC(=O)CC(c1ccc([N+](=O)[O-])cc1)c1c(O)c2ccccc2oc1=O (stereo not given)	0.02	0.11	/
CC(C)[C@@]1(NC(=O)[C@@H]2C[C@@H]3c4cccc5[nH]cc(c45)C[C@H]3N(C)C2)O[C@@]2(O)[C@@H]3CCCN3C(=O)[C@H](Cc3ccccc3)N2C1=O	0.18	-1.1	0
O=c1[nH]c(=O)n(Cc2ccccc2)c(O)c1C=NCCCn1ccnc1	0.1	-0.75	/

A few values from the entries so far:
In INS promoter inh, CCCC(CCC)C(=O)OC[N+](C)(C)CCOC(=O)C(O)(c1ccccc1)C1CCCC1 (stereo not given) has the entry 17
In sdo1 growth, COc1ccccc1N1C(=O)NC(=O)C2(Cc3cc(C)ccc3N(C)C2)C1=O (stereo not given) has the entry 0.42

(cont.)
SMILES	sdo1 growth	sdo1 growth Rescue 24 h	INS promoter inh
CN(C)CCN=Cc1c(O)n(CCC2=CCCCC2)c(=O)[nH]c1=O	1.1	1.4	/
COc1cccc(CN2CCCCC2c2cccnc2)c1 (stereo not given)	-0.12	-1.3	/
CP(C)(=O)CCC(=O)O	1.4	1.3	14
CCC(C)C12CN3CCN(CC(C)(C3)C1=O)C2 (stereo not given)	0.96	0.45	-3
COc1ccc(NC2(C#N)CCCCC2)cc1	/	/	-24
O=P(Nc1cccc(Cl)c1)(Oc1ccccc1)Oc1ccccc1	/	/	-18
N[C@@H](Cc1c[nH]c2ccccc12)c1nnc(SCc2ccccc2F)o1	-0.62	0.24	24
NC(=O)Nc1ccc(C(=O)OCC(=O)Nc2ccc(Cl)cc2C(=O)c2ccccc2)cc1	-0.48	-0.65	33
C=CCOc1ccc(CC2C(=O)N(C)C(=O)N(C)C2=O)cc1	-0.65	0.76	32
Cc1ccc(-c2nc3ccccc3c(=O)n2-c2ccccn2)cc1	-0.5	-0.77	-11
CCOC(=O)N(C)c1ccc(C(O)(C(=O)OC)C(F)(F)F)cc1 (stereo not given)	0.76	0.62	58
Cc1ccc(Cn2nnnc2CN2CCC(n3nnc4cc(C)ccc43)CC2)cc1	-1.6	-1.1	-18
CC(O)(CS(=O)(=O)c1ccccc1)C(=O)Nc1ccc(C(F)(F)F)cc1 (stereo not given)	0.54	0.18	12
CC#CP(=O)(OCC)C(O)(c1ccccc1)C(F)(F)F (stereo not given)	-0.73	0.27	-23
O=C(O)c1nonc1-c1nonc1C(=O)O	0	-0.08	-22
Cc1nn(Cc2ccc(Cl)cc2Cl)c(Cl)c1C(=O)NC1CCCc2ccccc21 (stereo not given)	-0.7	1.2	-60
COc1ccc(CCNCc2ccc(OC)c(OC)c2OC)cc1	0.14	-0.32	-16
CCOC(=O)Cc1csc(NC(=O)c2c(O)c3ccccc3n(CCC(C)C)c2=O)n1	/	/	-33
CCN(CC(=O)Nc1ccc(C#N)c(Cl)c1)CC(=O)NC(C)(C)C	/	/	44
CCOC(=O)C1=C(N)OC2=C(C(=O)CC(C)(C)C2)C12C(=O)Nc1ccccc12 (stereo not given)	-0.13	-0.88	/

4 of the compounds above, as labelled records.
COc1ccc(NC2(C#N)CCCCC2)cc1
  sdo1 growth = /
  sdo1 growth Rescue 24 h = /
  INS promoter inh = -24

O=P(Nc1cccc(Cl)c1)(Oc1ccccc1)Oc1ccccc1
  sdo1 growth = /
  sdo1 growth Rescue 24 h = /
  INS promoter inh = -18

N[C@@H](Cc1c[nH]c2ccccc12)c1nnc(SCc2ccccc2F)o1
  sdo1 growth = -0.62
  sdo1 growth Rescue 24 h = 0.24
  INS promoter inh = 24

NC(=O)Nc1ccc(C(=O)OCC(=O)Nc2ccc(Cl)cc2C(=O)c2ccccc2)cc1
  sdo1 growth = -0.48
  sdo1 growth Rescue 24 h = -0.65
  INS promoter inh = 33

(next part)
SMILES	sdo1 growth	sdo1 growth Rescue 24 h	INS promoter inh
O=c1c2ccccc2nc(-c2ccoc2)n1-c1ccccc1Cl	-0.65	-0.4	59
Cn1cccc1CNCCc1ccccc1F	1.1	1.2	/
COc1ccccc1-n1c(O)c(C=NC2CC2)c(=O)[nH]c1=O	-0.1	-0.94	22
Cc1[nH]n(-c2ccccc2)c(=O)c1C(c1ccc([N+](=O)[O-])cc1)c1c(C)[nH]n(-c2ccccc2)c1=O	-1.2	-2.1	3
Clc1cnc(Oc2ccc(Oc3ncc(Cl)cc3Cl)cc2)c(Cl)c1	-0.34	0.82	3
O=c1c2ccccc2nc(-c2cccs2)n1-c1cnccn1	-0.16	-0.55	0
Cc1ccc(CN2CC3CC(C2)c2cccc(=O)n2C3)cc1 (stereo not given)	0.4	0.38	/
O=C(N=Nc1c(O)[nH]c(=O)[nH]c1=O)C1COc2cc3ccccc3cc2O1 (stereo not given)	/	/	67
N=c1c[n+](C2CCCCC2)[n-]o1	/	/	14
Fc1ccc(CN2CCN(c3ccc(Cl)cc3)CC2)cc1	/	/	-14
O=C1NC(=O)C(CCc2ccncc2)(Cc2ccc3c(c2)OCO3)C(=O)N1CCc1ccccc1 (stereo not given)	-1.6	-2.1	-3
CC(C)N1CCN(c2ccc(O)cc2)CC1	0.81	0.46	44
CN(C)S(=O)(=O)c1cc(NC(=O)COC(=O)Cc2ccccc2)ccc1Cl	1.6	1.5	50
CCCc1[nH]nc2c1C1(C(=O)N(Cc3ccccc3)c3ccccc31)C(C(=O)OC)=C(N)O2 (stereo not given)	-0.32	-0.72	7
Cc1ccc(NC(=O)c2cn(CCC#N)nc2-c2ccc3c(c2)OCCO3)c([N+](=O)[O-])c1	-0.37	-0.92	/
O=C(Cn1cnc2sc3c(c2c1=O)CCCC3)NCCCC(=O)N1CCC2(CC1)OCCO2	0.72	1	-44
CCOC(=O)C1CN(C)CCC1=O (stereo not given)	2.3	2.1	/
CC[C@]12C=CCN3CCC4(c5cc(Br)c(OC)cc5N(C)C4[C@@](O)(C(=O)OC)[C@@H]1OC(C)=O)C32 (stereo not given in full)	/	/	14
Cc1ccc2c(c1)C1CN(C)CCC1N2S(=O)(=O)c1ccccc1 (stereo not given)	1.2	1.4	-3
O=C1c2ccccc2C2(c3ccc(Cl)cc3)NCCN12 (stereo not given)	0.42	0.26	-12
Cc1cc(OC(=O)CCNC(=O)OC(C)(C)C)c2c3c(c(=O)oc2c1)CCC3	-1.5	-0.8	/
c1cncc(CNC2=NCCCCC2)c1	1.3	0.92	7
CCCCn1c(N)c(C(=O)NCCN2CCOCC2)c2nc3ccccc3nc21	-0.95	-0.94	-36
COc1ccc(C(=O)CC2(CC(=O)c3ccc(OC)cc3)C(=O)N(C)C(=O)N(C)C2=O)cc1	0.06	0.53	39
CC(=NCc1ccc2c(c1)OCO2)c1c(O)[nH]c(=O)[nH]c1=O	1	0.22	-43
c1ccc2c(c1)OCC(C1=NCCN1)O2 (stereo not given)	-0.92	-0.2	-77
NCCc1ccc(O)cc1	0.04	0.24	-11
Cn1c(C(=O)N2CCC(C(=O)N3CCC4(CC3)OCCO4)CC2)cc2sccc21	0.23	-0.56	/
Cc1ccc(-c2nc(N(C)C3CCN(C)CC3)c3ccccc3n2)cc1	0.06	-0.26	-16
CC(C)N(CC#CCC1(O)c2ccccc2-c2ccccc21)C(C)C	1.2	-0.62	51
C[n+]1ccc(-c2ccncc2)cc1	1.2	0.38	/
Cc1ccc(-c2nc3ccccc3c(=O)n2-c2cccnc2)cc1	-1.3	-1.4	-15
Cc1ccc2c(c1)CC1(CN2C)C(=O)NC(=O)N(C(C)C)C1=O (stereo not given)	0.73	0.81	39
CCOC(=O)[C@]1(C#N)[C@@H]2C=CC(C(C)=O)=CN2[C@@H](C(N)=O)[C@@H]1c1ccsc1	0.11	-0.58	-19
Cc1cc(O)c(CN2CCN(c3ccccc3)CC2)cc1C	0.45	0.45	-9
O=c1c2ccccc2nc(-c2ccco2)n1-c1ccccn1	0.77	0.92	-3
CCOC(=O)C1=C(C)N(C)C2(C)CC1c1ccccc1O2 (stereo not given)	0.54	0.21	/
Cc1sc2nc(COC(=O)Cc3ccccc3)[nH]c(=O)c2c1C	-1.1	-0.69	8
O=C1NC(=O)N(CCC2=CCCCC2)C(=O)/C1=C/c1ccc(O)cc1	0.45	-0.15	-12
Cc1cccc(OP(=O)(Oc2ccccc2)OC(c2ccccc2)C(F)(F)F)c1 (stereo not given)	-0.04	-1.2	-50

Entries of single compounds from above. Order of values: sdo1 growth, sdo1 growth Rescue 24 h, INS promoter inh
O=c1c2ccccc2nc(-c2ccco2)n1-c1ccccn1 in the list: 0.77, 0.92, -3
Cc1ccc(-c2nc3ccccc3c(=O)n2-c2cccnc2)cc1 in the list: -1.3, -1.4, -15

(continued)
SMILES	sdo1 growth	sdo1 growth Rescue 24 h	INS promoter inh
CCC(=NCCCN1CCOCC1)c1c(O)n(Cc2ccccc2)c(=O)[nH]c1=O	1.1	0.86	-14
COC(=O)C1=C(N)Oc2cc(C)oc(=O)c2C12C(=O)Nc1ccccc12 (stereo not given)	/	/	-91
CCOC(=O)CC1=C(C(=O)OCC)C2(C(=O)N1CC(=O)OC)C(C#N)=C(N)Oc1ccccc12 (stereo not given)	1.4	0.59	-54
CN(C)C(=S)SSC(=S)N(C)C	/	/	100*
CCOC(=O)C1CCN(/C=C2/C(=O)NC(=O)N(Cc3ccco3)C2=O)CC1	1.8	2.4	12
Cc1c(N=Cc2c(O)n(CCc3ccccc3)c(=O)[nH]c2=O)c(=O)n(-c2ccccc2)n1C	0.35	0.14	-222
Cc1[nH]c2ccccc2c1C(=O)C(=O)N1CC2CC(C1)c1cccc(=O)n1C2 (stereo not given)	/	/	-33
Cc1cc(S(=O)(=O)NC(C)C)ccc1OCC(=O)N1CCN(Cc2ccc3c(c2)OCO3)CC1	1.1	1.7	9
Cc1ccc(-n2c(O)c(/C=N/N3CCOCC3)c(=O)[nH]c2=S)cc1	0.99	0.61	/
COc1ccc(CCn2c(O)c(/C=N/N3CCCCC3)c(=O)[nH]c2=O)cc1OC	1.9	2.5	/
COc1cc(OC)c2c(c1)OCC1CON(C)C21 (stereo not given)	/	/	8
